MPTP inh: mitochondrial permeability transition pore inhibitors, primary screen, biochemical, isolated mouse mitochondria, absorbance. Ca2+ swelling absorbance, 30 min. inhibition, % at 10 µM. hit rate 1.4% among 360,000;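 active = inhibition of 50% or more, scaled per plate between neutral and stimulator controls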;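 note: 0% = DMSO wells given calcium and 100% = 1 mM EGTA wells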
MIN6 prolif: inducers of MIN6 beta-cell proliferation, primary screen, ATP luminescence, uHTS; hit rate 0.29% among 330,000; MIN6 cells proliferation, ATPlite luminescence, 48 h; cells starved in 0.2% serum; 100% = growth in 10% serum; AID 2380, 2010; proliferation, % at 10 µM;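 active = compounds whose signal lies at least 3.5 SD above the mean of all wells on their plate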;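 note: 0% = DMSO-treated cells in low-serum medium and 100% = 10% serum control; some compounds called inactive have numbers as strong as hits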
TIM10 inh: growth inhibitors of isogenic TIM10 control yeast, primary screen, counter-screen for tim10-1 yeast inhibitor project, luminescence, uHTS. S. cerevisiae TIM10 strain growth, BacTiter-Glo luminescence, 24 h. inhibition, % at 10 µM. hit rate 1.4% among 330,000. AID 463195, 2010;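 active = inhibition of 40% or more at the single tested concentration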;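 note: wild-type TIM10 isogenic control strain grown at permissive 25 °C; 0% = DMSO yeast wells and 100% = minimal medium wells without yeast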
tim10-1 inh: growth inhibitors of tim10-1 mutant yeast, primary screen, luminescence, uHTS; S. cerevisiae tim10-1 ts strain growth, BacTiter-Glo, 24 h; inhibition, % at 20 µM; hit rate 2.2% among 330,000;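 active = inhibition of at least 40%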;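 note: mutant grown at 25 °C; 0% = DMSO wells with yeast and 100% = wells holding no yeast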
APJ antagonist: antagonists of human apelin receptor APJ, primary screen, CHO-K1 cells, beta-arrestin complementation, luminescence; P35414; inhibition, % at 20 µM; hit rate 0.32% among 330,000;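 active = inhibition above about 40% at 20 µM, limit read from the data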;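 note: cells challenged with 10 nM apelin-13 agonist together with compound; plate controls were apelin-13 plus DMSO wells for no effect and DMSO wells lacking apelin-13 for full effect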
Target sequence (P35414 whole entry, looked up): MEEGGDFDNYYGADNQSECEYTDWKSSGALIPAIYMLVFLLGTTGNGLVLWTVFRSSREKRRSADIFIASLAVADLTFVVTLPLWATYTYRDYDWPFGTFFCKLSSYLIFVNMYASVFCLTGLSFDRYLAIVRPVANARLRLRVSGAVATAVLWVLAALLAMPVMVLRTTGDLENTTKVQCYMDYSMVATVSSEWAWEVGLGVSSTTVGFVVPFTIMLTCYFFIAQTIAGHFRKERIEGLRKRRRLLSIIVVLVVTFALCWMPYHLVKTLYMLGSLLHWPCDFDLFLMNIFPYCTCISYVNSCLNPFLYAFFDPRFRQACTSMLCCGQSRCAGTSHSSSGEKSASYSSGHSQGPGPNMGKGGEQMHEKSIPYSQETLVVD
tim23-1 inh: growth inhibitors of tim23-1 mutant yeast, primary screen, luminescence, uHTS. S. cerevisiae tim23-1 growth, BacTiter-Glo luminescence, 24 h. inhibition, % at 20 µM. hit rate 1.3% among 330,000;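 active = growth inhibition of the mutant yeast at or above 50%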;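 note: temperature-sensitive mutant grown at 25 °C; plate controls were DMSO-treated mutant yeast for no effect and medium wells lacking yeast for full effect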
APJ ag: agonists of human apelin receptor APJ, primary screen, CHO-K1 cells, PathHunter beta-arrestin, luminescence | P35414 | AID 2520, 2010 | activation, % at 20 µM | hit rate 0.11% among 330,000 | 0% DMSO wells, 100% apelin;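 active = activation more than six SD over the plate average, tested at 20 µM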;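 note: 0% = DMSO alone and 100% = apelin-13 at 10 nM; some results filed as inactive read as strong as hits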
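Test system – PathHunter CHO-K1 APJ (AGTRL-1) beta-arrestin reporter cells · Input – 1000 cells/well · Compound – single test compound dose, 20 µM final, 1% DMSO · Times – compound stimulation 90 min at 25 °C, detection 60 min · Technique – beta-gal luminescence · Read-out basis – APJ–arrestin association signal · Control set – negative DMSO alone, positive Apelin-13 at 10 nM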
NLRP3 yeast inh: NALP3 inflammasome inhibitors in reconstituted yeast, primary screen, luminescence, uHTS; Yeast reconstituted NLRP3/ASC/caspase-1, beta-gal luminescence, 24 h; inhibition, % at 10 µM; hit rate 0.39% among 330,000;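 active = inhibition of 50% or more; inactive = inhibition below 50%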;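 note: plate controls were induced DMSO wells for no effect and uninduced yeast grown without galactose for full effect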
NR3A LBD binder: binders of NR3A ligand-binding domain, primary screen, biophysical, differential scanning fluorimetry, uHTS; NR3A LBD differential scanning fluorimetry, Tm shift; 0% = protein alone, 100% = glycine-bound protein; Tm shift relative to glycine control, % at 25 µM; hit rate 2.5% among 340,000; AID 1259313, 2017;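 active = melting temperature shift of at least 10% of the positive control shift, at one fixed dose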
* marks the source's active call; other numbers are inactive results; · = no result given.

The first 11 records, ahead of the listing:
SMILES	MPTP inh	MIN6 prolif	TIM10 inh	tim10-1 inh	APJ antagonist	tim23-1 inh	APJ ag	NLRP3 yeast inh	NR3A LBD binder
CCOc1ccc(CCNC(=O)C2CCCN(S(C)(=O)=O)C2)cc1OCC (centres undefined)	1.4	0	8	-10	16	6	-1	-1	1
CC(C)CC1NC(C(=O)O)Cc2c1[nH]c1ccccc21 (centres undefined)	1.3	-2	-18	-6	-4	10	-2	18	-1
Cc1ccc(CNC(=O)c2ccc(N3CCC4(CC3)CC(c3cccc(Br)c3)=NO4)c(NC(=O)c3cccc(C)c3)c2)cc1	1.4	1	-5	-5	-5	-9	4	6	0
CN(C(=O)COC(=O)c1nc(-c2ccccc2)n(-c2ccccc2)n1)C1CCS(=O)(=O)C1 (centres undefined)	0.2	-2	-7	12	7	5	-4	4	-1
Cc1cc(C(=O)NCc2ccccc2F)c2ccccc2n1	-0.1	-1	-3	-2	0	15	-3	9	1
CC(NC(=O)CCC(=O)c1ccc(F)cc1)C1CC2CCC1C2 (centres undefined)	0.6	1	-8	6	0	13	-6	1	-1
Cc1ccc(NC(=O)C(=O)c2c(-c3ccccc3)cc3ccccn23)cc1S(=O)(=O)N1CCOCC1	2.9	0	24	34	6	42	-3	18	-3
COc1cc(OC)c(N(C)C(=O)c2cn(C)c(=O)c3cc(OC)c(OC)cc23)cc1Cl	0.0	0	2	20	8	6	-3	18	3
CC1CCCCC1NC(=O)CCS(=O)(=O)c1ccc2c(c1)NC(=O)CS2 (centres undefined)	-0.8	0	1	12	7	12	0	-1	2
C=CCn1c(COc2ccc(Cl)cc2)nnc1SCC(=O)NCC(=O)OCC	0.2	-3	12	25	3	17	4	5	0
O=C(Nc1ccccc1)c1nn(-c2ccccc2)c(=O)cc1C(F)(F)F	2.9	0	-7	13	7	21	-2	12	-1

The whole of this part, from the first entry:
SMILES	MPTP inh	MIN6 prolif	TIM10 inh	tim10-1 inh	APJ antagonist	tim23-1 inh	APJ ag	NLRP3 yeast inh	NR3A LBD binder
CCOc1ccc(CCNC(=O)C2CCCN(S(C)(=O)=O)C2)cc1OCC (centres undefined)	1.4	0	8	-10	16	6	-1	-1	1
CC(C)CC1NC(C(=O)O)Cc2c1[nH]c1ccccc21 (centres undefined)	1.3	-2	-18	-6	-4	10	-2	18	-1
Cc1ccc(CNC(=O)c2ccc(N3CCC4(CC3)CC(c3cccc(Br)c3)=NO4)c(NC(=O)c3cccc(C)c3)c2)cc1	1.4	1	-5	-5	-5	-9	4	6	0
CN(C(=O)COC(=O)c1nc(-c2ccccc2)n(-c2ccccc2)n1)C1CCS(=O)(=O)C1 (centres undefined)	0.2	-2	-7	12	7	5	-4	4	-1
Cc1cc(C(=O)NCc2ccccc2F)c2ccccc2n1	-0.1	-1	-3	-2	0	15	-3	9	1
CC(NC(=O)CCC(=O)c1ccc(F)cc1)C1CC2CCC1C2 (centres undefined)	0.6	1	-8	6	0	13	-6	1	-1
Cc1ccc(NC(=O)C(=O)c2c(-c3ccccc3)cc3ccccn23)cc1S(=O)(=O)N1CCOCC1	2.9	0	24	34	6	42	-3	18	-3
COc1cc(OC)c(N(C)C(=O)c2cn(C)c(=O)c3cc(OC)c(OC)cc23)cc1Cl	0.0	0	2	20	8	6	-3	18	3
CC1CCCCC1NC(=O)CCS(=O)(=O)c1ccc2c(c1)NC(=O)CS2 (centres undefined)	-0.8	0	1	12	7	12	0	-1	2
C=CCn1c(COc2ccc(Cl)cc2)nnc1SCC(=O)NCC(=O)OCC	0.2	-3	12	25	3	17	4	5	0
O=C(Nc1ccccc1)c1nn(-c2ccccc2)c(=O)cc1C(F)(F)F	2.9	0	-7	13	7	21	-2	12	-1
NC(=O)c1ccc(NC(=O)CCc2nc3sc4c(c3c(=O)[nH]2)CCCC4)cc1	-3.2	2	-6	-16	13	-11	1	18	0
Cc1c(NC(=O)CC2CC(C)OC2=O)c(=O)n(-c2ccccc2)n1C (centres undefined)	0.9	-2	-7	14	3	-1	-3	2	2
CCCn1c(=O)c(F)cn(Cc2ccc(OC)c([N+](=O)[O-])c2)c1=O	-2.7	1	0	10	-8	0	-2	0	-1
CCC(O)CNC(=O)CCc1nnc(C2(c3ccc(Cl)cc3)CCC2)o1 (centres undefined)	1.1	-1	12	14	15	-14	-4	2	0
Cc1cc(C)cc(-n2nnn(C3C/C(=N/NC(N)=S)C4OCC3O4)c2=S)c1 (centres undefined)	4.2	-5	31	22	5	12	0	15	0
O=C(CCCOc1ccccc1)Nc1ccccc1C(F)(F)F	-0.1	3	-3	0	20	17	-2	14	-4
Cc1csc(NC(=O)CSc2nnc(NC(=O)COc3ccc(Cl)cc3)s2)n1	2.1	1	-3	-5	5	2	1	4	3
CCN(CC)CCNC(=O)C1(O)c2cc(Br)ccc2NC(=O)N1c1ccc(Cl)cc1 (centres undefined)	0.7	-2	7	-3	13	-8	-1	16	2
COc1ccc2[nH]c(=O)c(C(c3nnnn3C(C)(C)C)N(Cc3ccco3)CC3CCCO3)cc2c1 (centres undefined)	0.1	-2	11	19	16	16	1	9	-7
CN(CC(=O)Nc1ccc(Cl)c(S(=O)(=O)N2CCOCC2)c1)C(=O)c1ccc(C#N)cc1	-0.8	5	4	-4	-9	4	0	10	1
O=C(NCCCN=C1NS(=O)(=O)c2ccccc21)c1ccccc1Cl	0.5	0	-10	14	-13	9	1	8	2
CC(=O)Nc1ccc(SCC(=O)c2cc(C)n(Cc3cccs3)c2C)cc1	-1.0	-2	26	19	2	7	0	6	-24
CC(=O)Nc1ccc(N2C(=O)C3C4C=CC(CC4)C3C2=O)cc1 (centres undefined)	-0.9	-2	4	-10	12	4	-3	7	1
Cc1cccc(C)c1NC(=O)C(C)N1CCCCC1 (centres undefined)	1.4	3	12	-12	15	0	-2	10	-1
Cc1sc(NC(=O)c2ccco2)c(C(c2cccnc2)N2CCN(CCO)CC2)c1C (centres undefined)	1.5	-3	-7	-14	19	13	-3	7	-1
O=C(Nc1nnc(Cc2ccccc2F)s1)c1ccccc1Cl	1.2	-1	12	5	-20	31	-1	28	0
CCOC(=O)C1C(=O)CC(C)(O)C(C(=O)OCC)C1c1cccs1 (centres undefined)	23	-4	12	2	9	1	-5	13	0
COc1ccc(OC)c(CC(=O)Nc2ccc3c(c2)CCC3)c1	-1.1	0	-32	-1	-15	19	-2	19	-1
CN(C)/C=C1\SC(=S)N(c2ccc(Br)cc2)C1=O	32	-2	-7	12	14	14	-7	34	-1
O=C(c1cc(S(=O)(=O)N2CCOCC2)ccc1Cl)N1CCN(c2ccccn2)CC1	2.9	-1	14	13	-4	10	1	-4	-1
COc1cc(CNCCO)ccc1OC1CCCC1	-2.1	-3	-1	7	2	-5	-4	-14	0
S=C(Nc1ccc(Nc2ccccc2)cc1)Nc1ccccn1	13	-5	31	26	5	52*	-3	24	-4
CCCCNC(=S)NNC(=O)c1csc(C)c1CC	0.8	0.0*	4	31	26	16	-2	21	-1
C[C@H](CO)N1C[C@H](C)[C@@H](CN(C)Cc2ccc3c(c2)OCO3)Oc2c(NS(C)(=O)=O)cccc2C1=O	-0.4	-1	-1	-6	-7	-12	-3	3	0
COC(=O)C(NNc1ccccc1)(NC(=O)c1ccccc1F)C(F)(F)F (centres undefined)	0.1	2	-9	20	9	28	-7	0	2
O=C(NCc1ccco1)c1cccc(-c2nnc(-c3ccccc3)o2)c1	-3.6	0	-24	18	1	20	0	9	-1
CN(C)c1ccc(C(O)Cc2nc3ccccc3n2C)cc1 (centres undefined)	-0.6	-2	-11	3	13	18	-2	22	3
O=C(Nc1ccnc(=O)[nH]1)c1sc2ccccc2c1Cl	1.0	0	-9	15	16	6	-4	-1	0
COc1ccccc1CCNC(=O)C1(C)CC1(Cl)Cl (centres undefined)	-1.7	0	8	-9	22	14	-2	23	3
COc1ccc(NC(=O)CC2COc3ccccc3O2)c(OC)c1 (centres undefined)	-1.1	-1	12	20	-1	18	-4	5	0
Cn1cc(C(=O)N2CCc3ccccc32)cn1	-0.9	0	4	10	12	11	3	3	-1
O=C(Nc1ncn[nH]1)c1cc([N+](=O)[O-])ccc1Cl	-0.4	-2	5	10	3	5	-2	17	-1
O=C(CSc1nccn1-c1ncc(C(F)(F)F)cc1Cl)c1ccc(Br)cc1	2.0	-3	28	20	12	36	-5	14	1
O=C(OCC(=O)N1CCCC1)c1cc(F)c(F)cc1Cl	-3.5	0	3	-13	15	9	4	9	-1
CN(Cc1ccc(Cl)cc1Cl)C(=O)CNC(=O)c1ccc2c(c1)OCO2	-0.3	2	3	26	2	23	-4	22	0
CN(C)S(=O)(=O)c1ccc(-c2csc(N/N=C/c3ccc(O)cc3)n2)cc1	58*	-6	34	14	-99	22	16*	11	23*
N#Cc1ccc(C(=O)Nc2cccc3cccnc23)c(F)c1	3.5	-4	10	-5	2	-9	-1	12	0
CC(C)COC(=O)C1C2C=CC3(CN(C(C)c4ccc(Br)cc4)C(=O)C13)O2 (centres undefined)	-1.4	3	15	27	-6	28	-4	16	-2
COc1ccc(N2Cc3ccccc3C2=O)cc1	-0.8	-3	-8	-18	6	15	-1	43	2
Cc1ccc(S(=O)(=O)N2CCOC2CNC(=O)C(=O)NCc2cccnc2)cc1 (centres undefined)	-2.0	3	-11	6	-14	14	4	18	0
COc1cc2cnc(-c3ccccc3)c(-c3cccc(C(F)(F)F)c3)c2cc1OC	0.4	-7	17	23	-17	33	7	-90	-11
COc1cccc(-c2cc(C(=O)Nc3cccnc3)no2)c1	0.4	-2	-18	11	-23	9	-2	31	-26
O=C(C1CCN(S(=O)(=O)c2cccc3cccnc23)CC1)N1CCCCC1	-1.9	-3	2	-4	-58	10	0	12	0
O=C(Cn1c(SCc2ccccc2)nc2ccccc21)N1CCOCC1	0.1	1	4	11	-7	9	4	7	2
O=C(/C=C/c1cc[n+](CC(=O)c2ccc3cccc4c3c2CC4)cc1)c1ccc2cccc3c2c1CC3	1.5	-7	5	18	-3	35	-3	29	2
c1ccc(-c2ccc(Oc3cc(N4CCOCC4)nc(-c4ccccc4)n3)cc2)cc1	2.3	-5	2	-1	-5	2	-5	10	0
CN(C)C(/C=C/Nc1ccc(C#N)cc1)=C(C#N)C#N	0.8	-1	-5	-14	4	-3	-5	0	·
